High-throughput results deposited in PubChem BioAssay by Sanford-Burnham Center for Chemical Genomics.
SENP8 block: inhibitors of human SENP8 protease; Q96LD8; 330,000 tested, 1.2% active; purified SENP8, Z-RLRGG-aminoluciferin cleavage, luminescence; inhibition, % at 10 µM; AID 2540
Target sequence (Q96LD8 whole entry, looked up): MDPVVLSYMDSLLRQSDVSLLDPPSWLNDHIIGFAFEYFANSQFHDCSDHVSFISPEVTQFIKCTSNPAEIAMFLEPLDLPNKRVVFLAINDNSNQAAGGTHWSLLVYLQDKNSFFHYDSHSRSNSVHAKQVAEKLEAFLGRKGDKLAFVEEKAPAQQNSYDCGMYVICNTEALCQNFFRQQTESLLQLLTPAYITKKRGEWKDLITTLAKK
697 NFkB inh: inhibitors of the PMA/ionomycin-induced NF-kB reporter in 697 B cells. 697 B-cell NF-kB luciferase reporter, 16 h. 330,000 tested, 0.33% active. inhibition, % at 4 µM; in the data active = inhibition above about 35%
Jurkat NFkB inh: lowers PMA/ionomycin-induced NF-kB signal in Jurkat cells | PMA/ionomycin-induced NF-kB luciferase reporter, luminescence | 330,000 tested, 0.53% active | inhibition, % at 4 µM
Gli-Sufu block: blocks Gli-Sufu signaling in a luciferase reporter; inhibition, % at 5 µM; 340,000 tested, 0.74% active; Sufu-KO-LIGHT fibroblasts, Gli luciferase reporter luminescence;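 active = inhibition above about 55%, limit read from the data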;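 note: 0% = DMSO-treated cells and 100% = wells with medium but no cells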
CCR6 antagonist: antagonists of human CCR6 receptor | P51684 | CHO-K1 CCR6 PathHunter beta-arrestin, luminescence, CCL20-stimulated | inhibition, % at 20 µM | 340,000 tested, 0.49% active;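 active = compounds whose inhibition of the agonist-driven luminescence signal at 20 µM reaches about 50%, limit read from the data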;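 note: cells stimulated with CCL20 at 14 nM final; plate controls were DMSO with CCL20 for no effect and DMSO without agonist for full effect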
Target sequence (P51684 whole entry, looked up): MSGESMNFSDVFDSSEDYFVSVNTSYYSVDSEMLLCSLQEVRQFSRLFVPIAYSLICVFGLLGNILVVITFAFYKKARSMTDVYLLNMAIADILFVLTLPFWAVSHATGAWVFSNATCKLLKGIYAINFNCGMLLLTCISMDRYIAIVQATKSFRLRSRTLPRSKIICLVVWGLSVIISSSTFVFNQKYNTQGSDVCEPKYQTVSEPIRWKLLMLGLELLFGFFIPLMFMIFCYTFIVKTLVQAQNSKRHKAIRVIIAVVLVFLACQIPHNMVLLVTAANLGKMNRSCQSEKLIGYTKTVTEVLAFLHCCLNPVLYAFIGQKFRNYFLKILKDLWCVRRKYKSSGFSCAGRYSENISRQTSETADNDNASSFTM
EBI2 antag: EBI2 (human) antagonism | P32249 | EBI2 beta-arrestin recruitment, luminescence, 7a,25-OHC stimulated | inhibition, % at 5 µM | 360,000 tested, 0.81% active; in the data active = inhibition above about 38%;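 note: enzyme fragment complementation signal reports receptor beta-arrestin coupling in cells; 0% = agonist plus DMSO wells and 100% = wells without agonist; some results beyond the cut were filed as inactive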
UBC13 inh: inhibitors of human UBC13 polyubiquitin chain formation | P61088 | TR-FRET | inhibition, % at 20 µM | 330,000 tested, 0.47% active | AID 485273; in the data active = inhibition above about 45%, passing the limit was not always enough
Target sequence (P61088 whole entry, looked up): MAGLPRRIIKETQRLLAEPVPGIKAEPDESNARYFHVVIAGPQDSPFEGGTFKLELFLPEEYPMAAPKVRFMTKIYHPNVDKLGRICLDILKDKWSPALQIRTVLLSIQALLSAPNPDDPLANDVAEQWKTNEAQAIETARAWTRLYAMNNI
Apaf1 inhib: human Apaf-1 inhibition; reconstituted apoptosome caspase-3 activity, DEVD-Rh110 fluorescence; inhibition, % at 20 µM; O14727; 330,000 tested, 0.71% active; active = inhibition of at least 40% at 20 µM;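 note: plate controls were DMSO wells for no effect and DEVD-CHO caspase inhibitor wells for full effect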
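Medium: Hepes buffer, pH 7.5 / System: biochemical Apaf-1 apoptosome reconstitution / Measured by: Rh110 fluorescence, excitation 480 nm, emission 540 nm / Times: compound with Apaf-1, dATP, procaspase-3 30 min, then 50 min reaction, room temperature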
* = called active by the depositor; . = not tested or not shown. Cut-off read from the data, not from the text of the source, unless noted: active = inhibition above about 50%; inactive = the rest. The list is partial; count on the stated rates, not on these rows.

SMILES	SENP8 block	697 NFkB inh	Jurkat NFkB inh	Gli-Sufu block	CCR6 antagonist	EBI2 antag	UBC13 inh	Apaf1 inhib
CCOc1cc(/C=C2/NC(=O)NC2=O)cc(Br)c1OCc1ccc(C(=O)O)cc1	3	11	-7	1	19	1	-16	1
O=C(c1ncn(Cc2ccccc2)c1C(=O)N1CCN(c2ccccc2)CC1)N1CCN(c2ccccc2)CC1	-14	-16	-7	16	9	-12	-8	21
COc1nc(C)nc2c1sc(=S)n2C	2	-1	0	-17	3	3	2	2
CCc1nc2cc(C)nn2c2nc3ccccc3n12	-7	-28	-17	5	6	-2	-9	15
O=c1c2c(-c3ccc(Cl)cc3)csc2nc2n1CCC2	4	5	1	-12	4	7	19	-13
O=C(NCc1ccc(Cl)cc1)C1CCCN1C(=O)Nc1ccccc1 (stereo not given)	8	-2	6	29	3	-4	1	-18
CC/S(CC1CC1(Cl)Cl)=N\S(=O)(=O)c1ccc(C)cc1 (stereo not given)	-2	14	4	-6	-2	-7	7	3
CS(=O)(=O)c1ccc2nc(NC(=O)CS(=O)(=O)Cc3ccccc3)sc2c1	-4	10	2	-6	3	-5	1	0
CCOc1cc(C(C(=O)NCC2CCCO2)N(C(=O)Cn2nnc3ccccc32)c2ccccc2C)ccc1O (stereo not given)	-4	-6	-6	-8	2	-2	-7	-2
O=C(Cc1n[nH]c(=O)c2ccccc12)NCc1ccccc1	-6	17	13	3	17	0	0	-5
CC(On1c(-c2ccccc2)nc2ccc(Cl)cc21)C(=O)O (stereo not given)	4	-35	-31	18	1	-6	-4	-2
Cc1ccsc1-c1ccnc(-n2cccc2)n1	-4	5	0	-14	1	-1	22	1
CCOc1cccc2cc(C(C)=O)oc12	-10	9	0	-7	4	2	-2	11
C#CCOCCOCCOCCNc1nc(N2CCN(C(=O)[C@H](CCCCN)n3cc(CN)nn3)CC2)nc(N2CCN(C(=O)[C@H](CC(N)=O)n3cc(C(N)[C@H](C)CC)nn3)CC2)n1 (stereo not given in full)	0	3	3	-4	-2	0	37	9
COc1cccc(CNC(=O)[C@H](CCSC)NC(=O)N2CCn3c2nc2ccccc23)c1	-3	-15	8	-3	7	-3	3	12

Single records, as listed above.
O=C(Cc1n[nH]c(=O)c2ccccc12)NCc1ccccc1 is listed as SENP8 block = -6; 697 NFkB inh = 17; Jurkat NFkB inh = 13; Gli-Sufu block = 3; CCR6 antagonist = 17; EBI2 antag = 0; UBC13 inh = 0; Apaf1 inhib = -5
COc1cccc(CNC(=O)[C@H](CCSC)NC(=O)N2CCn3c2nc2ccccc23)c1 is listed as SENP8 block = -3; 697 NFkB inh = -15; Jurkat NFkB inh = 8; Gli-Sufu block = -3; CCR6 antagonist = 7; EBI2 antag = -3; UBC13 inh = 3; Apaf1 inhib = 12

(continued)
SMILES	SENP8 block	697 NFkB inh	Jurkat NFkB inh	Gli-Sufu block	CCR6 antagonist	EBI2 antag	UBC13 inh	Apaf1 inhib
Cc1cccc(-c2nc3ccccc3c3nncn23)c1	-11	-14	-3	8	4	-9	0	6
COc1ccc(-n2c(C)nc3cc(C(=O)N4CCOCC4)ccc32)cc1	-9	6	13	1	-5	-12	-6	-14
O=C(Nc1ccc(Cl)c(S(=O)(=O)N2CCCC2)c1)c1nn(CCO)c(=O)c2ccccc12	4	13	25	16	12	4	6	28
CCOc1cc(/C=N\NC(=O)c2ccc(NC(=O)CC)cc2)ccc1OC(=O)c1ccccc1	-5	-7	1	-2	-8	4	-10	9
Cc1ccc(NC(=O)COC(=O)C2CCC2)cc1S(=O)(=O)N1CCOCC1	-6	-24	-3	-3	6	-3	-14	10
OCCCCNCc1ccc(OCc2ccc(Cl)cc2)cc1	1	-5	-2	-6	23	-13	8	-21
C=CCC1(Cl)C(=O)C(Cl)=C(N2CCOCC2)C1(OC)OC (stereo not given)	-1	-30	-11	6	9	2	-21	-5
CN(C)/N=C1\CCS(=O)(=O)c2sccc21	-8	8	12	-9	1	4	-4	2
CN(CCc1cnn(C)c1)Cc1nc(CC2CC2)no1	1	10	7	-9	-1	-2	22	-19
Cc1ccc(S(=O)(=O)N(C)c2ccccc2C(=O)Nc2ccc3c(c2)OCCO3)cc1	-2	-15	-2	3	14	-2	4	11
C=CCNC(=O)/C(=C/c1ccccc1OCC)NC(=O)c1ccccc1	-4	-1	-6	1	-2	-5	-2	-1
COc1c(O)ccc(/C=N/NC(=O)c2ccc3c(c2)OCCO3)c1[N+](=O)[O-]	0	-25	-39	-24	18	9	-14	-11
CN(C)c1cc[n+](CC(=O)N2c3ccccc3Sc3ccccc32)cc1	9	-16	-5	33	-3	1	-4	-2
CC1CCN(C(=O)Oc2ccccc2)CC1	0	-19	-11	-2	15	-8	-12	6
O=C(COC(=O)CCSc1ccc(Cl)cc1)NCc1ccccc1Cl	2	22	0	23	9	2	2	17
O=c1c2cc(NC(=S)N3CCCCCC3)ccc2nc2n1CCCCC2	-2	1	-3	35	4	0	0	-2
Cc1cccc(OCCC(=O)OC(C)C(=O)Nc2ccc(Cl)cn2)c1 (stereo not given)	-5	4	15	-3	7	8	16	2
COc1ccc(CC(=O)O/N=C(\N)c2ccccc2)cc1OC	-11	-41	3	-3	8	3	6	3
CCc1nc2ccccc2n1CC(O)COCC1CC=CCC1 (stereo not given)	-7	-2	-2	6	8	-11	0	4
COc1ccc2c(c1)C(C)CC(C)(C)N2C(=O)Nc1ccccc1 (stereo not given)	3	-4	-8	3	13	9	1	8
C#CCOCCOCCOCCNc1nc(N2CCN(C(=O)Cn3cc(CCCN=C(N)N)nn3)CC2)nc(N2CCN(C(=O)[C@H](CCCCN)n3cc(CCCC)nn3)CC2)n1	-2	18	1	-2	9	7	33	32
CCCC(=O)N(C)c1nnc(-c2ccc(OC)cc2)s1	-10	-43	-47	-45	12	19	2	5
CC(=O)Nc1ccc(S(=O)(=O)Nc2nccc(/C=C/c3ccc(Cl)cc3)n2)cc1	-12	-23	-14	3	10	-3	-15	7
O=C(N/N=C/c1ccc(-c2cccc([N+](=O)[O-])c2)o1)c1ccc([N+](=O)[O-])cc1	-8	3	9	10	5	2	-26	14
O=S(=O)(CCc1ccncc1)Cc1ccc2c3c(cccc13)CC2	-5	-2	0	13	17	7	5	-2
CCOC(=O)NC(=O)COC(=O)CCCc1nc2ccccc2s1	-4	1	-7	-8	8	4	-5	-1
COc1ccc(C2=NS(=O)(=O)N(C)C(C(=O)Nc3cc(C)ccc3O)=C2)cc1OC	2	-4	-2	15	19	-5	-2	4
Nc1cc2c(cc1C(=O)c1cccc(Br)c1)OCCO2	-13	-24	4	-3	15	-9	-14	6
COCCNC(=O)Cn1cc(C(=O)c2cccs2)c2ccccc21	-5	-35	10	3	11	4	8	2
O=S(=O)(NC1C2CC3CC(C2)CC1C3)c1ccc(F)cc1 (stereo not given)	-9	-5	1	4	11	-10	-1	7
S=C(NCc1ccco1)N1CCN(C/C=C/c2ccccc2)CC1	1	11	9	20	5	38	14	7
COc1ccccc1NC(=O)CSc1nnc(C2CCCCC2)n1N	-10	13	4	-2	-8	-12	12	-1
Cc1ccc(OCCC(=O)NNC(=O)c2cc(C)oc2C)cc1	-10	-5	0	-6	10	-1	-5	6
Oc1ccc(N=Nc2ccc3c(c2)OCCO3)c2cccnc12	-11	-119	32	.	51*	10	-111	-4
CN(C(=O)c1cccc(C(F)(F)F)c1)C1CCCc2ccccc21 (stereo not given)	-1	-8	-5	9	27	0	0	25
Cn1nc(C(F)(F)F)cc1C(=O)Nc1ccc(Cl)cc1	-6	-8	13	2	8	-13	8	-13
O=C(Cc1c(Cl)cccc1Cl)Nc1cccnc1	-10	6	-14	18	-5	-8	-30	-1
CCNC(=O)NC(=O)C(C)Sc1ncc(C(F)(F)F)cc1Cl (stereo not given)	-3	-3	7	3	0	-4	5	4
O=C(O)c1ccc(NS(=O)(=O)c2cccc(C(=O)Nc3ccccc3[N+](=O)[O-])c2)cc1	1	-9	3	3	10	-10	2	7
Cc1ccc(-c2csc(NC(=O)/C=C/c3ccco3)c2C(=O)O)cc1	89*	-131	-46	-87	4	7	-18	10
O=C(CC1Nc2cccc3cccc(c23)NC1=O)Nc1ccccc1 (stereo not given)	2	-7	3	-4	-10	-12	-30	96*
CCOC(=O)c1nn(-c2cccc(OC)c2)c2nc(Nc3ccccc3)cc(=O)n12	-5	-19	-15	.	-5	4	18	15
COc1cccc(Nc2ncnc3nc[nH]c23)c1	31	-38	-31	-16	-3	3	5	14
COc1ccc(OC)c(NC(=O)c2csc(Cl)c2OC)c1	-8	11	3	-4	21	7	16	14
CCc1ccc(/C=C2/SC(=S)N(CC(=O)Nc3nc4ccccc4s3)C2=O)cc1	4	-5	-5	10	3	-9	-18	11

Part of the list above, set out differently.
Compound | SENP8 block | 697 NFkB inh | Jurkat NFkB inh | Gli-Sufu block | CCR6 antagonist | EBI2 antag | UBC13 inh | Apaf1 inhib
Nc1cc2c(cc1C(=O)c1cccc(Br)c1)OCCO2 | -13 | -24 | 4 | -3 | 15 | -9 | -14 | 6
COCCNC(=O)Cn1cc(C(=O)c2cccs2)c2ccccc21 | -5 | -35 | 10 | 3 | 11 | 4 | 8 | 2
O=S(=O)(NC1C2CC3CC(C2)CC1C3)c1ccc(F)cc1 (stereo not given) | -9 | -5 | 1 | 4 | 11 | -10 | -1 | 7
S=C(NCc1ccco1)N1CCN(C/C=C/c2ccccc2)CC1 | 1 | 11 | 9 | 20 | 5 | 38 | 14 | 7
COc1ccccc1NC(=O)CSc1nnc(C2CCCCC2)n1N | -10 | 13 | 4 | -2 | -8 | -12 | 12 | -1
Cc1ccc(OCCC(=O)NNC(=O)c2cc(C)oc2C)cc1 | -10 | -5 | 0 | -6 | 10 | -1 | -5 | 6
Oc1ccc(N=Nc2ccc3c(c2)OCCO3)c2cccnc12 | -11 | -119 | 32 | . | 51* | 10 | -111 | -4
CN(C(=O)c1cccc(C(F)(F)F)c1)C1CCCc2ccccc21 (stereo not given) | -1 | -8 | -5 | 9 | 27 | 0 | 0 | 25
Cn1nc(C(F)(F)F)cc1C(=O)Nc1ccc(Cl)cc1 | -6 | -8 | 13 | 2 | 8 | -13 | 8 | -13
O=C(Cc1c(Cl)cccc1Cl)Nc1cccnc1 | -10 | 6 | -14 | 18 | -5 | -8 | -30 | -1
CCNC(=O)NC(=O)C(C)Sc1ncc(C(F)(F)F)cc1Cl (stereo not given) | -3 | -3 | 7 | 3 | 0 | -4 | 5 | 4
O=C(O)c1ccc(NS(=O)(=O)c2cccc(C(=O)Nc3ccccc3[N+](=O)[O-])c2)cc1 | 1 | -9 | 3 | 3 | 10 | -10 | 2 | 7
Cc1ccc(-c2csc(NC(=O)/C=C/c3ccco3)c2C(=O)O)cc1 | 89* | -131 | -46 | -87 | 4 | 7 | -18 | 10
O=C(CC1Nc2cccc3cccc(c23)NC1=O)Nc1ccccc1 (stereo not given) | 2 | -7 | 3 | -4 | -10 | -12 | -30 | 96*
CCOC(=O)c1nn(-c2cccc(OC)c2)c2nc(Nc3ccccc3)cc(=O)n12 | -5 | -19 | -15 | . | -5 | 4 | 18 | 15
COc1cccc(Nc2ncnc3nc[nH]c23)c1 | 31 | -38 | -31 | -16 | -3 | 3 | 5 | 14
COc1ccc(OC)c(NC(=O)c2csc(Cl)c2OC)c1 | -8 | 11 | 3 | -4 | 21 | 7 | 16 | 14

Carrying on:
SMILES	SENP8 block	697 NFkB inh	Jurkat NFkB inh	Gli-Sufu block	CCR6 antagonist	EBI2 antag	UBC13 inh	Apaf1 inhib
Cc1ncoc1C(=O)N1CCCC(C(=O)c2ccc(C(F)(F)F)cc2)C1 (stereo not given)	5	-32	-12	-2	9	-3	9	-1
NC(=O)c1nsc(C(=O)N(Cc2cccnc2)C(C(=O)NCc2ccc(F)cc2)c2ccc(O)cc2)c1N (stereo not given)	-3	-2	14	-13	16	-1	15	1
COC(=O)c1sc(N)c(C(=O)OC)c1CSc1nnnn1C	5	7	-4	99*	2	1	-2	-18
Cc1ccc(C(=O)N2CCOCC2)cc1[N+](=O)[O-]	2	13	10	-2	6	-12	0	-1
Cc1ccc(NC(=O)C2CCN(S(=O)(=O)c3cccs3)CC2)cc1	7	2	6	27	15	23	2	-12
COCCn1c(-c2ccccc2)cnc1N	-1	4	-5	-9	6	3	3	9
